# E-sel inducer: induces E-selectin expression in human endothelial cells; HUVEC E-selectin immunofluorescence imaging; normalized: neutral wells 0, TNF-alpha wells 100; 0.37% of 260,000 active; activation, % at 7.58 µM; P16581; AID 686992;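 active = mean E-selectin-positive cell signal at least 10% of the positive control, reached in at least 60% of replicates, without over 20% cell loss; inconclusive = no rule given, readout overlaps actives, possibly toxicity-flagged; inactive = the rest, including those meeting only one limit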;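 also: in these data hits start at about 27%; measured in HUVEC primary endothelial cells; signal is the percent of cells scored E-selectin positive by PE staining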
# Target sequence (P16581 whole entry, looked up): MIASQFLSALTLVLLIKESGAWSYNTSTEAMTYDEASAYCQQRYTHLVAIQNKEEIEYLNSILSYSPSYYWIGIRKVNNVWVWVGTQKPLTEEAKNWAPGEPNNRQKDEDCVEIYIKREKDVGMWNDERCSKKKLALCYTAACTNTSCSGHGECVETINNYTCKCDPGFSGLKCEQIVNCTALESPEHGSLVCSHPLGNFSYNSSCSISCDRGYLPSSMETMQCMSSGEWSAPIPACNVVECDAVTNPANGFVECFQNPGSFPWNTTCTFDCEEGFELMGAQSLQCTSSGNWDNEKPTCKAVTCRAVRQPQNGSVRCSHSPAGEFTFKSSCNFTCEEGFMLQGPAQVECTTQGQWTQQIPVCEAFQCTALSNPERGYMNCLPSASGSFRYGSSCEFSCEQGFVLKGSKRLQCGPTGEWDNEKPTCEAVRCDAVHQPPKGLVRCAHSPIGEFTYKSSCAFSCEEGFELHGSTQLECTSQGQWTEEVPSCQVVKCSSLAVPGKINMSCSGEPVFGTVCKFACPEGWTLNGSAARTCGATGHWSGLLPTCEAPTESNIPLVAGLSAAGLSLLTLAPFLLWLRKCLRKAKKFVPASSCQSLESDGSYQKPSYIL
#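 System: HUVEC, human umbilical vein endothelial cells; quantity: 3,000 cells/well; buffer or medium: EGM-2 medium, gelatin-coated wells; dosing: single-point compound dose; detection: immunofluorescence imaging; evaluation: % PE-positive cells; benchmarks: TNF-alpha, DMSO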
# XiGFP reactiv: X-chromosome reactivation activator | 0.055% of 360,000 active | activation, % at 7.58 µM | AID 743238 | XiGFP mouse fibroblasts, % GFP-positive cells imaging, 3 d; cells co-treated with 5-aza-dC sensitizer; scaled so ellipticine positive control = 100%;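 active = mean normalized replicate activation at least 10% and every replicate at or above 10%; inconclusive = only one of the two criteria met; inactive = mean below 10% and not all replicates reach 10%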;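 also: 0% = median of on-plate neutral control wells and 100% = ellipticine 6 µM median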
#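 System: 68-5-11 XiGFP fibroblast line; Timing: 3 days compound exposure; Compound dosing: one concentration, pinned; Benchmarks: positive control ellipticine, 6 µM final; Buffer or medium: DMEM containing 5-aza-dC.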
# DENV2 CPE rescue: inhibitors of DENV2 cytopathic effect; DENV2-infected cells, cytopathic effect rescue, plate reader; CPE inhibition, % at 9.99 µM; 1.7% of 350,000 active; AID 651640; in the data active = CPE inhibition above about 20%, passing the limit was not always enough; inconclusive = no clear call, values can overlap the other calls; tested in BHK-21 cells;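 also: 0% = median of neutral control wells and 100% = median of positive control wells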
# CFTR F508del cor: CFTR F508del correction in bronchial cells; CFBE cells, YFP halide quenching; stimulated with forskolin plus potentiator P3; % fluorescence drop versus neutral controls; activity (quench increase), % at 7.58 µM; AID 720511; 0.36% of 350,000 active;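 active = mean added fluorescence quench of at least 8% versus neutral control, with both replicates also reaching 8%; inconclusive = only one of the mean or replicate conditions met; inactive = mean below 8% and not both replicates reaching 8%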;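 also: cells transiently co-express mutant CFTR-F508del with the halide-sensitive YFP; corrector assay measuring rescue of mutant channel to the surface after 24 h compound exposure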
# RAD52 inh: inhibitors of human RAD52 DNA annealing | P43351 | recombinant RAD52 DNA annealing, FRET fluorescence | inhibition, % at 18.7 µM | 0.46% of 360,000 active | AID 651710;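 active = every replicate showing at least 50% inhibition; inconclusive = mean inhibition at least 50% but not in every replicate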
# INS-1E GSIS act: GLuc luminescence reporter in INS-1E cells, primary screen for activators of glucose-dependent secretion of insulin | INS-1E GLuc reporter insulin secretion, 2-3 h | activation, % at 16.6 µM | 0.61% of 370,000 active | AID 743287;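 active = lowest replicate activation of at least 40%, so every replicate reaches that level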;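 also: 0% = median of neutral control wells and 100% = median of IBMX positive control wells; some compounds called inactive have numbers as strong as hits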
# RAD54 inh: blocks human RAD54 Holliday junction branch migration | Q92698 | FAM/BHQ fluorescence | inhibition, % at 10.4 µM | 0.14% of 360,000 active;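 active = mean normalized replicate activity at least 40 and at least half of replicates scoring 40 or more; inconclusive = only one of the two criteria met; inactive = mean below 40 and under half of replicates reaching 40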;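 also: 0% = median of neutral control wells and 100% = median of positive control wells; inhibitors cause a drop in the FAM fluorescence signal; in these data hits start at about 50%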
# CASP6 VEID inh: inhibitors of human caspase-6 | AID 686996 | inhibition, % at 12.5 µM | P55212 | purified caspase-6, Z-VEID-R110 cleavage fluorescence | 0.53% of 350,000 active;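 active = mean inhibition across replicates at least about 35%, with every replicate also reaching that limit, limit read from the data; inconclusive = only one of the two criteria met; inactive = neither criterion met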;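 also: 0% = median of neutral control wells and 100% = no fluorescence left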
# Target sequence (P55212 24-179 limits assumed): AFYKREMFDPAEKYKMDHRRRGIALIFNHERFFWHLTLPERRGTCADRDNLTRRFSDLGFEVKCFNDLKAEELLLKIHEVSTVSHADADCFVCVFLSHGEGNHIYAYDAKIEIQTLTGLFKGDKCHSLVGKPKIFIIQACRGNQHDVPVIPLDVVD
# Target sequence (P55212 194-293 limits assumed): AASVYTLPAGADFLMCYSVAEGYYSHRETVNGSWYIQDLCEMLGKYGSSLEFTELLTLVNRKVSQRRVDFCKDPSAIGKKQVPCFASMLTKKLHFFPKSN
# * hit, by the source's call; ? = inconclusive; · = no result given; & = joins results of further samples.
SMILES,E-sel inducer,XiGFP reactiv,DENV2 CPE rescue,CFTR F508del cor,RAD52 inh,INS-1E GSIS act,RAD54 inh,CASP6 VEID inh
Cc1ccc(OCC(=O)NCC(=O)Nc2ccc(F)c(F)c2F)c([N+](=O)[O-])n1,0.0,-0.1,·,·,-3,-3,·,2
O=C(Nc1ccccc1)N1CC(=O)N2[C@@H](CO)[C@H](c3ccc(C#CC4CCCC4)cc3)[C@@H]2C1,-0.5,0.1,-6,0.5,-22,-4,·,-2
O=C1Nc2ccc(F)cc2C12OCCO2,0.0,0.0,-3,-1.0,-13,7,9,-2
CC1CN(c2nc(Nc3ccccc3)nc(N)c2[N+](=O)[O-])CC(C)O1 (centres undefined),0.0,0.4,9,-1.6,-9,-3,7,0
Cc1noc(C)c1NC(=O)N(C)C[C@H]1Oc2ccc(NC(=O)c3ccncc3)cc2CC(=O)N([C@H](C)CO)C[C@@H]1C,·,-0.6,?,1.3,-6,13,4,-3
Cc1cc(NC(=O)c2csc([C@@H]3O[C@H](CO)[C@H](O)[C@H](O)[C@H]3O)n2)n(C)n1,0.0,0.0,?,-3.2,5,22,-1,10
CC(C)C(C(=O)NCC1CCCO1)N(Cc1cccs1)C(=O)CNS(=O)(=O)c1ccccc1 (centres undefined),·,0.0,-1,0.9,-22,0,·,0
Cc1ccnc(NS(=O)(=O)c2ccc(NC(=O)c3ccc(S(=O)(=O)N4CCOCC4)cc3)cc2)n1,-0.2,0.1,4,·,-16,65,·,0
C[C@H]1CN([C@@H](C)CO)C(=O)Cc2cc(NC(=O)c3ccncc3)ccc2O[C@H]1CN(C)S(=O)(=O)c1ccc(Cl)cc1,0.0,-1.0,·,0.5,·,12,-2,·
O=C(C[C@H]1CC[C@H]2[C@@H](COC[C@H](O)CN2C(=O)Nc2ccc(C(F)(F)F)cc2)O1)NCCc1ccncc1,0.3,0.0,2,0.8,13,-11,-1,0
COc1ccc(/C=C/C(=O)NCc2cnn(C)c2C)cc1COc1ccc(Br)cc1,·,·,1,-4.3,-9,-4,13,2
Cc1ccc(NC(=O)C2(C)CCN2C(=O)CCC2CCCC2)cc1C (centres undefined),-0.9,-0.1,-2,-0.9,-8,-6,-23,4
CN(C(=O)c1ccc(NC(=O)Cc2cccc(NC(=O)C3CCN(C(=O)CCc4ccccc4)CC3)c2)cc1)C1CCCC1,0.1,0.2,-2,-2.9,-17,-14,-2,-1
COC(=O)c1sccc1NC(=O)c1ccc(C)cc1,0.0,0.0,-6,2.8,6,-2,-3,0
CCN1CCN(c2sc(S(=O)(=O)CC)nc2S(=O)(=O)c2ccc(Cl)cc2)CC1,-0.2,-0.1,-2,-2.1,-2,13,-11,1
Clc1ccc(CN2CCN(/N=C/c3cccnc3)CC2)cc1,·,0.3,-2,1.6,-32,4,·,-3
CCOc1ccc(S(=O)(=O)NCCC(=O)NC2CCCCC2)cc1,0.1,0.1,-6,-1.5,0,7,-12,4
O=C(C[C@H]1CC[C@H]2[C@@H](COC[C@H](O)CN2C(=O)c2cccnc2)O1)NCC1CC1,0.1,0.2,10,-1.8,·,2,9,·
Cc1ccc(NC(=O)OCCN(C)C(=O)Nc2ccc(C)cc2C)c(C)c1,0.0,-0.1,1,-3.4,-16,-12,·,-2
COc1ccccc1N1CCN(CCCN2C(=O)C3CCCCN3C2=O)CC1 (centres undefined),·,0.4,6,-2.1,-13,-3,-6,-1
O=C(Nn1c(=S)[nH]c2ccccc2c1=O)c1ccncc1,·,·,·,·,-18,-4,4,-2
O=C(C1CCCC1)N1CC(=O)N2[C@H](CO)[C@@H](c3ccc(Br)cc3)[C@@H]2C1,-0.1,0.0,-2,0.6,9,-21,·,2
Cc1sc2ncnc(N3CCN(S(=O)(=O)c4ccc(C(C)(C)C)cc4)CC3)c2c1C,·,0.5,-4,-3.9,-10,-50,-4,-1
O=C(Nc1ccncc1)Nc1ccc(F)cc1F,·,·,2,-0.2,6,-2,-2,1
C[C@H](CO)N1C[C@H](C)[C@@H](CN(C)CC2CC2)Oc2cc(C#CC3(O)CCCC3)ccc2S1(=O)=O,-0.5,0.0,0,0.4,-7,8,5,1
O=C(COc1cccc(-n2cnnn2)c1)Nc1ccccc1,·,·,3,1.2,-8,·,14,4
COC(=O)c1ccc(CN2CCC(CO)(Cc3cccc(OC)c3)CC2)cc1,·,0.0,-3,-1.0,-5,-6,·,4
CC(=O)c1c(C)[nH]c(C(=O)O)c1C,·,0.0,·,0.5,5,8,·,0
S=C1CSc2ccccc2N1,-1.6,-0.2,5,0.1,-52,7,·,-5
CCOC(=O)c1cn(CC(=O)Nc2ccc(C)cc2)nn1,·,·,·,·,-6,-12,-5,-2
CNC[C@H]1Oc2ccc(NC(=O)Cc3cn(C)c4ccccc34)cc2C(=O)N([C@H](C)CO)C[C@@H]1C,0.0,-0.2,-2,-0.2,-5,-2,3,-2
Nc1cc(-c2ccccc2)nn1Cc1ccccc1,·,0.1,0,0.6,4,-6,·,-7
CN(C)S(=O)(=O)c1ccc(C(=O)NCc2nnc(SCC(=O)N3CCCC3)o2)cc1,-1.0,0.0,9,0.3,-8,-4,3,-1
C[C@@H]1CN([C@@H](C)CO)C(=O)c2cc(-c3ccccc3)cnc2O[C@H]1CN(C)Cc1ccccc1,0.1,-0.7,-10,1.7,-3,1,-12,5
O=C(Nc1cccc(S(=O)(=O)N2CCOCC2)c1)c1ccccc1[N+](=O)[O-],·,0.4,-6,2.6,-16,-5,3,3
O=C(O)c1cc(-c2c[nH]c3ccccc23)nc2cc3ccccc3cc12,·,0.0,-5,-2.2,-3,-7,-1,1
C[C@@H]1CN([C@H](C)CO)C(=O)c2c(c3ccccc3n2C)-c2ccccc2CO[C@H]1CN(C)S(=O)(=O)c1cn(C)cn1,0.3,-0.1&0.6,?,0.0,-3,9&8,-3,1
CC(C)CNC(=O)C1CCCN(C(=O)NCc2ccccc2)C1 (centres undefined),·,-0.1,-3,-4.7,4,9,·,2
CC(C)NC(=O)N(C)C[C@@H]1Oc2c(NC(=O)Nc3ccc(C(F)(F)F)cc3)cccc2C(=O)N([C@H](C)CO)C[C@@H]1C,·,0.6,1,4.3,-13,-6,-9,11
CC1(C)Cc2cccc(OCC(=O)NCc3ccccc3F)c2O1,-0.1,0.5,-1,-3.0,-18,25,3,13
C[C@H](CO)N1C[C@H](C)[C@@H](CN(C)Cc2ccc(-c3ccccc3)cc2)Oc2ccc(NC(=O)C3CC3)cc2C1=O,0.4,-0.2,?,-1.3,14,-11,2,0
Cc1sc2ccccc2[n+]1CC(=O)O,·,0.0,-3,1.6,-6,-3,-11,-7
CN(C)C(=O)C[C@H]1C[C@@H]2c3cc(NS(=O)(=O)c4ccc(F)cc4)ccc3O[C@@H]2[C@@H](CO)O1,-0.6,-0.1,4,-1.5,·,5,-3,·
CCCCC(=O)Nc1cccc(C(C)O)c1 (centres undefined),1.9,0.3,9,1.8,-7,9,·,-6
CC1(C)CC2CC(C)(CN2S(=O)(=O)c2cccc(N)c2)C1 (centres undefined),1.9,·,·,·,-26,·,2,-2
C[C@H]1CCCCO[C@H](CN(C)S(=O)(=O)c2ccccc2)[C@@H](C)CN([C@@H](C)CO)C(=O)c2cc(N(C)C)ccc2O1,0.1,0.0,-11,-4.5,20,-1,-3,0
CCN(CC)C(=O)c1nc[nH]c1C(=O)N1CCC(C)CC1,·,0.1,-8,0.4,-3,9,-5,17
CN(C)CC(=O)Nc1ccc2c(c1)[C@@H]1C[C@H](CC(=O)N3CCCCC3)O[C@H](CO)[C@@H]1O2,-0.2,0.0,-2,-0.8,-5,-2,8,0
CO[C@H]1CN(C)C(=O)c2ccc(NC(=O)C3CCCC3)cc2OC[C@H](C)N(CC2CC2)C[C@H]1C,0.0,-0.1,-1,2.4,10,14,5,-4
COc1cc(S(=O)(=O)N2CCN(c3ccccc3)CC2)ccc1F,·,0.3,-1,-1.1,-2,6,·,7
CCN1CCCC1CNC(=O)CN1C(=O)COc2ccc(C)cc21 (centres undefined),-0.2,0.1,?,0.1,-2,-1,9,-2
CN(c1ccc([N+](=O)[O-])cc1C(N)=O)C1CCCCC1,0.6,0.2,3,3.5,-8,-4,·,-3
COc1ccc(-c2cnc3c(NC(C)=O)cc(-c4cccc(NS(C)(=O)=O)c4)cn23)cc1OC,0.0,-0.1,8,-4.1,-22,48,3,1
COCC(=O)N1C[C@@H]2[C@H](c3ccccc31)[C@@H](CO)N2C(=O)c1ccncc1,0.1,0.1,0,-2.1,-20,5,-3,1
O=C(Nc1ccccc1)N1CCCCN2[C@H](C1)[C@@H](c1ccc(C#CC3CC3)cc1)[C@@H]2CO,-0.6,-0.1,-3,0.5,-24,-27,1,-2
O=C(Nc1ccc(NC(=O)c2ccccc2F)cn1)c1ccco1,·,0.0,7,1.0,2,2,-8,-1
COc1ccc(N(C(=O)c2snc(C(N)=O)c2N)C(C(=O)NCc2ccccc2)c2ccc(O)cc2)cc1 (centres undefined),·,0.0,3,0.8,-11,-9,-13,1
N#C[C@@H]1[C@@H](c2ccccc2-c2ccccc2F)[C@@H](CO)N1C(=O)C1CCOCC1,0.0,0.0,-5,-1.7,-2,3,·,-1
CN(Cc1ccccc1)CC(O)COc1ccc(CNCc2cc3ccccc3s2)cc1 (centres undefined),·,0.0,-24,-8.5,-35,1,-3,-6
CC(=O)N1C[C@H]2[C@@H](c3ccccc31)[C@H](CO)N2C(=O)CC1CC1,-0.2,0.5,-5,0.0,2,1,-2,2
# More results:
SMILES,E-sel inducer,XiGFP reactiv,DENV2 CPE rescue,CFTR F508del cor,RAD52 inh,INS-1E GSIS act,RAD54 inh,CASP6 VEID inh
Cc1ccc(CNC(=O)CNS(=O)(=O)c2ccc3nc(C)sc3c2)cc1,·,0.0,17,1.1,3,2,·,2
Cc1ccc(-c2nc(CS(=O)(=O)CC(=O)NCCCN3CCN(C)CC3)c(C)o2)cc1,-0.1,0.0,6,0.4,-7,7,7,-25
Cc1ccc(S(=O)(=O)Nc2ccc3c(c2)CC(=O)N([C@@H](C)CO)C[C@H](C)[C@H](CN(C)C(=O)Nc2c(C)noc2C)O3)cc1,0.4,-0.9,-6,-1.0,-13,17,1,·
O=C(CN1CCOCC1)NCC[C@H]1CC[C@@H](NS(=O)(=O)c2ccc(F)cc2)[C@H](CO)O1,-0.6,0.4,1,-0.2,-9,-4,4,0
COCC(=O)N(C)C[C@@H]1Oc2ncc(C3=CCCCC3)cc2C(=O)N([C@H](C)CO)C[C@@H]1C,0.9,0.0,11,-1.6,2,2,6,2
CCOC(=O)C(=CNc1cc(C)nn1-c1ccccc1)C(=O)OCC,·,·,·,·,0,-17,11,2
O=C(Nc1ccc(S(=O)(=O)N2CCCC2)cc1)c1cc(=O)c2ccccc2o1,-0.2,0.2,7,0.3,-25,3,0,1
O=C(Nc1cccc(OC(F)(F)F)c1)C1Cc2c(-c3ccc(Cl)cc3)ccnc2O1 (centres undefined),0.7,0.3,-8,-3.1,-7,-14,9,-4

# Compound activity as filed in PubChem.
